Screening results as filed in PubChem BioAssay.
PKM2 activator: increases activity of human pyruvate kinase M2; P14618; purified PKM2, Kinase-Glo ATP luminescence, activation; response scale: 0% is enzyme alone, no compound; Potency, µM (titrated, usually from 57.5 µM), for inactives: top-dose activation, most hits filed as activators; actives 0.34% (n = 260,000); AID 1631; note: potency is the fitted concentration of half-maximal effect; % is set by controls: 0 for no effect and ±100 for the full control effect; nearly all actives have a fitted effect of over 55% in size
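hPK-M2, >95% pure; 0.1 mM ADP / 0.5 mM PEP final; imidazole pH7.2 buffer w/ 7 mM MgCl2, 50 mM KCl; 1 h RT; Kinase-Glo lum. Intermediate enzyme activity for dual inhibitor/activator qHTS.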
VP16 counter: inhibits Gal4-VP16 luciferase reporter, ROR gamma counter-screen; Drosophila S2 Gal4-VP16 UAS-luciferase, luminescence, 20 h; Potency, µM (doses to about 53.6 µM), inactives show at the highest dose activity, negative = inhibition, usual class: inhibitors; actives 3.5% (n = 310,000);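 note: Gal4-VP16 expression switched on by copper sulfate through the metallothionein promoter; potency is the fitted concentration of half-maximal effect; % is set by controls: 0 for no effect and ±100 for the full control effect; nearly all actives have a fitted effect of over 50% in size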
MBNL1 CUG block: inhibitors of human MBNL1 binding to CUG repeat RNA; Q9NR56; TR-FRET MBNL1-His/biotin-(CUG)12 binding, 665/545 ratio; Potency, µM (titrated, usually from 57.5 µM), inactives show at the highest dose activity change, negative = inhibition, actives largely listed as inhibitors; actives 0.036% (n = 280,000); AID 2675; active = well fitted inhibition curve with a large enough effect in the signal ratio, with a control signal flat, not every such curve was filed as active; inconclusive = small, poorly fitted or top-dose-only effect, or effect the other way, or a change in a side signal; inactive = no such curve, though single readings can be large or run the other way; the % refers to the signal ratio; note: potency is the fitted concentration of half-maximal effect; % is set by controls: 0 for no effect and ±100 for the full control effect
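MBNL1-His + Biotin-(CUG)12, cpd titration 92 nM–58 uM; Tb anti-His Ab 0.055 ng/ul, SA-XL665 5 nM (final); 60 min RT; ratiometric 665/545 nm, Ex 340 nm; normalized to buffer and full-complex controls.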
Mito fusion act: blocks mitochondrial division or promotes mitochondrial fusion | S. cerevisiae fusion-defective mutant growth rescue, CellTiterGlo 48 h | actives 0.23% (n = 320,000) | AID 485298 | Potency, µM (series often up to 46.1 µM), for inactives: top-dose growth rescue (activation), hits mostly activators;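 note: potency is the fitted concentration of half-maximal effect; % of control where 0% means no effect; nearly all actives have a fitted effect of over 45% in size; temperature-sensitive fusion mutants such as fzo1-1 at 37 °C on non-fermentable ethanol glycerol medium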
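Growth-rescue viability read-out: after 48 h at the non-permissive 37C in glycerol/ethanol YPEG, yeast mitochondrial fusion mutants are measured by CellTiterGlo luminescence; compounds (23 nl pinned per well) restoring growth score as division inhibitors or fusion activators.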
RORg inh: ROR gamma (mouse) transcription inhibition; P51450; Drosophila S2 Gal4-RORgamma UAS-luciferase reporter, 20 h; Potency, µM (highest dose often 53.6 µM), inactives show at the highest dose activity change, negative = inhibition, actives largely listed as inhibitors; actives 5.4% (n = 310,000); note: potency is the fitted concentration of half-maximal effect; % is set by controls: 0 for no effect and ±100 for the full control effect; nearly all actives have a fitted effect of over 60% in size
Target sequence (P51450 whole entry, looked up, the tested form may be a part): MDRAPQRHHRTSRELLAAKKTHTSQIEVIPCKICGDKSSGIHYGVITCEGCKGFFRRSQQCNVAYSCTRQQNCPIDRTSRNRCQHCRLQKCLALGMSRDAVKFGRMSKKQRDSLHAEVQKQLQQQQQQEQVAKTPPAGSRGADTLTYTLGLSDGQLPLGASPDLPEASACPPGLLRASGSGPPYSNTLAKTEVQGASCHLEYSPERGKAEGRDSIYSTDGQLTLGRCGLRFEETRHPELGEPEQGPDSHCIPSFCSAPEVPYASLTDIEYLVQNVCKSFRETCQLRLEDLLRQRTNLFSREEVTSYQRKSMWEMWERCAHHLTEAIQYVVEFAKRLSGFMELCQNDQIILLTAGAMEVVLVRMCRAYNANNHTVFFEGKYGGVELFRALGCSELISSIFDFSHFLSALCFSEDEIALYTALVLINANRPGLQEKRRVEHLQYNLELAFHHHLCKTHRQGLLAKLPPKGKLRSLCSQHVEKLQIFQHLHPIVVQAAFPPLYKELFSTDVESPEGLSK
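Luciferase reporter read in Schneider cells carrying Gal4-RORγ (mouse) and UAS-Photinus luciferase; cells given compound 1 h before 700 uM copper sulfate induction, then incubated 20 h at ambient temperature.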
Menin-MLL TR inh: displaces Texas Red mutant MLL peptide from human menin | Potency, µM (series often up to 61.6 µM), for inactives: at the top dose FP activity change, negative = inhibition, usual class: inhibitors | O00255 | AID 1768 | actives 0.23% (n = 270,000) | Menin + Texas Red MLL mutant peptide, fluorescence polarization; active = well fitted inhibition curve with a large enough effect in the polarisation, with a control signal flat, not every such curve was filed as active; inconclusive = small, poorly fitted or top-dose-only effect, or effect the other way, or a change in a side signal; inactive = no such curve, though single readings can be large or run the other way; the % refers to the polarisation; note: potency is the fitted concentration of half-maximal effect; % of control where 0% means no effect; many of its hits are not listed in these tables
FLuc modulator: inhibits or activates purified firefly luciferase, miR-21 counter-screen. AID 588342. Potency, µM (top dose mostly 57.5 µM), without a hit: top-dose activity change, negative = inhibition, most hits filed as inhibitors. purified FLuc, Km substrates, luminescence inhibition. P08659. actives 6.9% (n = 360,000);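 note: potency is the fitted concentration of half-maximal effect; plate controls were vehicle for no effect and reference inhibitor for full effect; nearly all actives have a fitted effect of over 55% in size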
Target sequence (P08659 whole entry, looked up): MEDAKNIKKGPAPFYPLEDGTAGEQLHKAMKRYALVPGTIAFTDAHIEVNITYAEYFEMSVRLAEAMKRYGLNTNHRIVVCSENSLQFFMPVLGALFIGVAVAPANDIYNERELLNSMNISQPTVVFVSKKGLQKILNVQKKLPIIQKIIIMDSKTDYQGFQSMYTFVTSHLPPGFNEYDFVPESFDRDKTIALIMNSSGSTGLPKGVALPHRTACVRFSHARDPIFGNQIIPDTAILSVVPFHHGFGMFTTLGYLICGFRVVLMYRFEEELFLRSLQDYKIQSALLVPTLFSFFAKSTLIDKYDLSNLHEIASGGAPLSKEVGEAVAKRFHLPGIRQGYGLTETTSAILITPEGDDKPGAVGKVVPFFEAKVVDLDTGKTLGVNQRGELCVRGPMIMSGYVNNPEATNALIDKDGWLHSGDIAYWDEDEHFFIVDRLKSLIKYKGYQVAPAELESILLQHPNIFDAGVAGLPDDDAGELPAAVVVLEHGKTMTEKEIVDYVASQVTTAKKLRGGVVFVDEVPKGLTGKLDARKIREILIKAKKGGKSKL
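Purified P. pyralis luciferase (10nM final) with 10uM D-luciferin and 10uM ATP (Km levels) in 50mM Tris acetate pH 7.5, 10mM Mg acetate, 0.01% Tween-20, 0.05% BSA; qHTS 6-point titration, ~60 µM downward; luminescence read.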
Rab9 prom act: activators of Rab9 promoter; Huh7 Rab9 promoter-luciferase reporter, luminescence, 24 h; Potency, µM (highest dose often 9.22 µM), inactives show at the top dose activation, negative = inhibition, most hits filed as activators; actives 2.8% (n = 320,000); AID 485297; note: potency is the fitted concentration of half-maximal effect; % of control where 0% means no effect; nearly all actives have a fitted effect of over 60% in size
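Rab9 promoter-driven luciferase in stably transfected Huh7 cells; 1500 cells/well rested 2 h, exposed to compound in DMSO for 24 h at 37 °C, 5% CO2. Luminescence read 10 min after adding luciferase reagent at ambient temperature.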
KCNH2 3.1 inh: blocks the human KCNH2 3.1 channel isoform | activity change, % (tested at about 1.8 µM) | AID 720553 | actives 0.95% (n = 340,000) | U2OS KCNH2 3.1, thallium flux FluxOr; stronger effect = lower value;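 active = maximum activity change below -70%; inconclusive = maximum activity change from -70% to -50%; inactive = maximum activity change above -50%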;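 note: thallium influx rate constant from kinetic fluorescence after stimulation buffer; % is set by controls: 0 for no effect and ±100 for the full control effect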
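Thallium flux read-out: FluxOr dye with Red40 quencher in HBSS/HEPES, 45 min at RT. Rate constants from kinetic reads were normalized to positive and negative DMSO controls. Cells: U2OS virally expressing the 3.1 isoform.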
ELG1 DNA repair: inhibitors of ELG1-dependent DNA repair in HEK293T cells; HEK293T ELG1-luciferase reporter, luminescence, 16 h; DNA damage induced by 5-fluorouridine; Potency, µM (series often up to 46.1 µM), for the others: at the highest dose activity change, negative = inhibition, hits mostly inhibitors; actives 2.3% (n = 330,000); note: potency is the fitted concentration of half-maximal effect; % is set by controls: 0 for no effect and ±100 for the full control effect; nearly all actives have a fitted effect of over 55% in size
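In this reporter screen, reduction of luminescence relative to DMSO vehicle indicated activity. Compounds and 5-fluorouridine were added together to 2,000 cells per well, incubated for 16 hr at 37 °C, then developed with ONE-Glo.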
NPC1 promoter act: activates the NPC1 promoter. Huh7 NPC1 promoter luciferase reporter, 24 h. Potency, µM (series often up to 9.22 µM), for the others: at the top dose activation, most hits filed as activators. actives 2.4% (n = 320,000);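 note: potency is the fitted concentration of half-maximal effect; % of control where 0% means no effect; nearly all actives have a fitted effect of over 60% in size; reporter is driven by a mutant NPC1 promoter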
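In 1536-well qHTS, Huh7 cells harboring an NPC1 promoter–luciferase construct received compound for 24 h; activation was quantified by luminescence following luciferase reagent addition.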
* hit, by the source's call; u = inconclusive; x = no result given; [ ] = another dose, or the depositor's remark. Unless noted, calls come from the whole dose curve; as a rule, active = well fitted curve in the direction sought with a large enough effect; inconclusive = small, poorly fitted or top-dose-only effect, or another doubt; inactive = no such curve, though single readings can be large; an effect the other way counts as inactive or inconclusive. Not all compounds are listed (hit frequency here may not be typical).

SMILES | PKM2 activator | VP16 counter | MBNL1 CUG block | Mito fusion act | RORg inh | Menin-MLL TR inh | FLuc modulator | Rab9 prom act | KCNH2 3.1 inh | ELG1 DNA repair | NPC1 promoter act
CC(=O)/C(=C/c1ccc(N(C)C)cc1)C(=O)c1ccccc1 | -1% | -4% | -3% | 1% | 17% | 12% | 1% | -4% | -5 | -16% | -2%
CC(C)(Oc1ccc(Cl)cc1)C(=O)Nc1ccc2oc(=O)ccc2c1 | -6% | 1% | 2% | 8% | u | 1% | 1% | -2% | -10 | 1% | 2%
O=C(COc1ccccc1Br)c1ccc(O)cc1O | 1% | u | 5% | u | 10µM* | u | u | 13% | 17 | u | 11%
Cc1ccc([N+](=O)[O-])cc1NC(=O)c1ccoc1C | -20% | -14% | 10% | 1% | 20% | 11% | u | 12% | 6 | u | 4%
CC1(C)CC(=O)C(C=NCC2CCCO2)=C(O)C1 (stereo unspecified) | -1% | -6% | 10% | -2% | 4% | 3% | 6% | 0% | -12 | -2% | -2%
CCOC(=O)c1ccc(CNC(=O)c2cc(COc3ccccc3SC)on2)o1 | x | -11% | -9% | 0% | -1% | x | 8.5µM* | u | 0 | u | 2.5µM*
CC(C)CCSc1cc(NCCO)c([N+](=O)[O-])c2nonc12 | -3% | u | u | 0% | -26% | -3% | -1% | -5% | 0 | u | -8%
CCCNc1ncccc1C(N)=O | 0% | -2% | -5% | -8% | -11% | 3% | -1% | 1% | -10 | u | 5%
CCN(CC)C(=O)CSc1nc2c(sc(=S)n2-c2ccccc2)c(=O)n1-c1ccc(OC)cc1OC | x | -1% | 4% | 5% | 46% | 8% | u | -3% | -1 | -2% | 0%
C=C1CC2C=C(NC(C)=O)CC(C1)C2 (stereo unspecified) | 7% | -2% | 1% | -3% | 0% | 1% | 1% | 2% | -83* | 9% | 0%
CC12CCC(C(=O)N(Cc3ccccc3)Cc3ccccc3)(OC1=O)C2(C)C (stereo unspecified) | -5% | -6% | 2% | 11% | 16% | -6% | 0% | 1% | -5 | u | 0%
O=C(O)c1ccccc1C(=O)NCc1ccc(F)cc1 | -6% | -14% | 7% | 1% | -1% | 15% | -1% | 0% | -16 | 18% | -3%
CCOc1ccccc1NC(=O)C1CCN(C(=O)Cc2ccccc2)CC1 | -7% | -1% | x | 4% | -23% | 1% | 0% | -4% | 7 | 3% | -2%
COc1cc(NC(=O)CSc2nc3ccccc3cc2C)c(C(=O)O)cc1OC | 4% | 0% | x | -3% | 14% | 22% | 2% | 1% | -6 | -2% | -1%
CCOC(=O)NC(=O)c1cn(Nc2ccccc2)c(=O)[nH]c1=O | 2% | -5% | -9% | 3% | 0% | x | -1% | 3% | 1 | 8% | 1%
C=CCc1cccc2cc(C(=O)NC3CCCC3)c(=O)oc12 | 2% | u | 16% | 19% | 18% | -3% | u | -5% | 1 | 11% | -4%
CC1CC(O)C(C)CN1 (stereo unspecified) | -5% | 6% | -1% | 7% | 10% | x | 1% | -2% | 0 | 0% | -5%
COCc1cc(C)nc(SCC(=O)NCc2ccco2)c1C#N | -9% | 0% | 13% | 4% | -1% | -20% | -2% | 1% | 4 | 2% | -1%
COc1ccccc1C(=O)NC(C)C(c1cccs1)N1CCOCC1 (stereo unspecified) | -2% | 15% | -3% | -10% | 3% | -3% | 1% | -1% | -22 | -2% | -6%
O=C(CSc1ncn[nH]1)Nc1nc(-c2cccc([N+](=O)[O-])c2)cs1 | 11% | 18µM* | x | -1% | -1% | x | -13% | 1% | -19 | u | -3%
O=C(Nc1ccccc1)Nc1cc(Cl)cc(Cl)c1 | -2% | u | -12% | -2% | u | u | 27µM* | u | 7 | 0% | 11%
C=CCN1CC(C(=O)N2CCC(Cc3ccc(Cl)cc3)(C(=O)OCC)CC2)CC1=O (stereo unspecified) | 0% | 0% | -11% | -2% | 28% | x | -1% | -3% | 7 | 0% | -4%
O=C(Cn1c(=O)n(CCc2c[nH]c3ccccc23)c(=O)c2cccnc21)Nc1ccccc1F | -1% | 5% | 21% | 12% | 3% | u | u | -2% | 0 | u | -1%
Cc1nnc(SCc2ccccc2)n(N)c1=O | -1% | 2% | -11% | 0% | 11% | 0% | 2% | -2% | 0 | u | -3%
O=C(OCC#CCSc1nc2ccccc2o1)c1ccco1 | 1% | 28% | -1% | 5% | 16% | -25% | u | 26% | 1 | u | 11%
NC(=O)CC(NC(=O)OCc1ccccc1)C(=O)O (stereo unspecified) | 1% | -5% | -7% | -1% | 4% | 2% | -1% | -4% | 13 | -3% | -2%
CCn1c(COc2cccc(OC)c2)nnc1SCC(=O)NCC1CCCO1 (stereo unspecified) | 0% | -8% | 1% | 3% | -5% | -20% | 3% | -2% | -2 | 1% | -2%
O=S(=O)(c1ccc2[nH]c3c(c2c1)CCCC3)N1CCCCC1 | x | -1% | 2% | -5% | 30% | x | 2% | -1% | -1 | -2% | -3%
Cn1c(=O)c2c(nc(N/N=C3\CCCc4ccccc43)n2Cc2ccc(F)cc2)n(C)c1=O | -1% | -10% | x | 0% | -4% | 3% | 4% | 0% | 1 | 4% | -6%
N#CC1(NC(=O)CSc2nncn2-c2ccccc2F)CCCC1 | x | x | x | -1% | x | x | 3% | -3% | 8 | u | 0%
Cc1cc(C)cc(-n2nnnc2SCC(=O)Nc2cccc(NC(=O)c3ccco3)c2)c1 | -2% | -7% | -8% | -1% | u | u | -4% | -3% | -3 | u | u
COc1cc(/C=N/NC(=S)Nc2cccc(C(=O)O)c2)ccc1O | -5% | -21% | 7% | -5% | u | 5% | 4.3µM* | u | 17 | -7% | u
Cc1cccc(C)c1NC(=O)CS(=O)CC(=O)N1CCN(c2ccccc2)CC1 (stereo unspecified) | 4% | -2% | 0% | 3% | -20% | -14% | 1% | -7% | 12 | 15% | 1%
COc1ccccc1CCc1nnc(CCC(=O)NC(C)Cc2cccc(C)n2)o1 (stereo unspecified) | -2% | 6% | 6% | 13% | 7% | x | 6% | -3% | 13 | u | 0%
CC1(c2ccc(NC(=O)c3ccccc3F)cc2)CC1(Cl)Cl (stereo unspecified) | 2% | 9% | -2% | 8% | u | 23% | 8.5µM* | 2.5µM* | -5 | u | 3.5µM*
CN(C(=S)Nc1ccccc1)c1ccccc1 | 4% | 6% | -3%[11.5 µM] | -8% | -26% | 13% | -4% | -1% | 10 | 2% | -5%
CCNC(=S)N1CCN=C1Nc1nc(C)cc(C)n1 | 0% | 9% | -3% | 2% | 18µM* | 16% | 5% | 11% | 9 | u | -5%
N#Cc1c(-c2cccs2)cc(-c2cccnc2)nc1N | -1% | 4% | u | 3% | -18% | -18% | 0% | 3% | 7 | -13% | -7%
CCC1C=C(c2ccccc2)C=CN=C1N(CC)CC (stereo unspecified) | -5% | -7% | -3% | -4% | -11% | -10% | 0% | -3% | u | -23% | -2%
COc1cc(C)c(NC(=O)C2CCN(S(=O)(=O)c3cccs3)CC2)cc1OC | x | x | x | 6% | x | x | 1% | -1% | 17 | 0% | 1%
O=c1c2cc(Br)ccc2nc(-c2ccccc2)n1O | x | u | -3% | 15% | u | u | u | -1% | -1 | -14% | -1%
Cc1cc(C)c(S(C)(=O)=O)c(Oc2ccccc2C)n1 | 4% | -7% | 2% | -3% | -4% | u | -4% | 7% | 1 | u | 3%
CCNC(=S)N1CCN(S(=O)(=O)c2ccc(C)c(C)c2)CC1 | 27% | -23% | -4% | 4% | 12% | 2% | -5% | -1% | 2 | u | -2%
CC(/C=N/NC(=O)CSc1ccccn1)=C\c1ccc(C(C)C)cc1 | 1% | -30% | -4% | 18% | -78% | -6% | u | 22% | -4 | u | u
